# Shn3 inh set2 – reduces Shn3 3'UTR luciferase signal in osteoblasts | inhibition, % at 12.5 µM | hit rate 0.52% among 360,000 | Clone20 osteoblast Shn3 3'UTR firefly luciferase, 24 h;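 active = mean inhibition of at least 75% with every replicate also reaching 75%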;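 note: 0% = median of neutral control wells and 100% = pilot-screen positive control compound; some compounds past the cut are filed as inactive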
# NR2E3 ag-1 – human photoreceptor-specific nuclear receptor agonism; AID 602229; CHO-S Gal4-NCOR/VP16-NR2E3 two-hybrid, luciferase; hit rate 0.35% among 360,000; inhibition of corepressor binding, % at 3.98 µM; Q9Y5X4;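 active = inhibition above the mean of all tested compounds plus 3 SD, cut at about 70% in these data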;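 note: 0% = DMSO with NR2E3 transfected cells and 100% = cells lacking NR2E3 construct; higher means lower luciferase signal from less NR2E3 corepressor binding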
# NR2E3 ag-2 – NR2E3 (human) agonism. GST-NR2E3/biotin-RetCOR TR-FRET, 1536-well. hit rate 0.12% among 320,000. AID 2300. inhibition of corepressor binding, % at 4.78 µM;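 active = percent inhibition above the cutoff of mean plus 3 SD of all tested compounds, set per screening campaign, cut at about 20% in these data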;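 note: 0% = DMSO wells and 100% = biotin wells as full block of FRET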
#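 Material: NR2E3–RetCOR corepressor complex / Incubation: Compound–protein incubation for 5 h at 4 °C / Dosing: compound at 4.8 µM, single dose / Detection: time-resolved FRET / Benchmarks: high control biotin, low control 0.6% DMSO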
# HIF-2a inh – inhibitors of HIF-2a. 786-0 RCC cells HIF-2a reporter, luciferase luminescence, overnight. inhibition, % at 18.8 µM. hit rate 0.72% among 360,000;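 active = inhibition of the luminescence signal of 40% or more relative to plate controls, in a single-dose primary screen at 18.75 µM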
# Peg3 prom inh – Peg3 promoter activity inhibition | inhibition, % at 20 µM | hit rate 1.7% among 360,000 | HeLa PEG-Prom luciferase reporter, luminescence, overnight;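 active = inhibition of at least 50% at 20 µM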
# TRPM1 prom inh – MITF TRPM1 promoter inhibition in SK-MEL-5 cells; AID 488899; inhibition, % at 12.5 µM; SK-MEL-5 TRPM1 promoter luciferase, 24 h; hit rate 0.83% among 330,000;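 active = mean inhibition across replicates of 60% or more, whatever share of single replicates reaches that level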; note: values of inactives mirror those of a sister screen read the other way
# hiPSC survival – increases survival of single human iPS cells. hiPSC single-cell survival, ATPlite luminescence; 100% = ROCK inhibitor wells, 0% = DMSO. survival enhancement, % at 20 µM. hit rate 0.044% among 360,000; in the data active = survival enhancement above about 18%;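 note: cells exposed to compounds for 16 hours before the ATP read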
# PDI turbidity – PDI (human) enzyme inhibition; PDI insulin aggregation turbidity, A650, 90 min; inhibition, % at 10 µM; hit rate 0.052% among 350,000; AID 588391;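 active = mean inhibition across replicates of 30% or more, whatever share of single replicates reach that level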;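 note: absorbance from insulin aggregation driven by PDI reduction with DTT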
# Target sequence (P07237 whole entry, looked up): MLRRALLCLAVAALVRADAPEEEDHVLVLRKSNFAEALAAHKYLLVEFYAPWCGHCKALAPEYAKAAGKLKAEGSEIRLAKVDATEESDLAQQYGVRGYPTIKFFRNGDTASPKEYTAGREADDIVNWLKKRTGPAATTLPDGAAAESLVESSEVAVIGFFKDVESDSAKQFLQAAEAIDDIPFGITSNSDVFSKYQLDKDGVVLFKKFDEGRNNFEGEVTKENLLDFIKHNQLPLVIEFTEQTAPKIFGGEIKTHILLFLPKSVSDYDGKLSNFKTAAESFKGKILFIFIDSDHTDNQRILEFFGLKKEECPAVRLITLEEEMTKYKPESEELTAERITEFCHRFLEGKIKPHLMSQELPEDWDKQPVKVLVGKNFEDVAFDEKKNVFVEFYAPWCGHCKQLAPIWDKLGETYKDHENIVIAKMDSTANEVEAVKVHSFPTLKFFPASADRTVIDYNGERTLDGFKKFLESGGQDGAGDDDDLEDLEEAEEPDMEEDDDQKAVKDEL
# Cardio protect – myocardial damage modulation in H9c2 cells; H9c2 cardiomyocytes, H2O2 injury protection, ATPLite, 2 h; protection from H2O2 cell death, % at 20 µM; hit rate 0.63% among 360,000;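 active = compounds giving at least 50% protection of heart cells from peroxide-induced death in the single-dose screen, raw or plate-pattern-corrected value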;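 note: 0% = DMSO wells with peroxide and 100% = DMSO wells without peroxide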
# CaV13 FRET inh – Disruptors of the CACNA1D IQ motif to Ca2+-dependent inactivation inhibitor domain association, primary screening, Förster resonance energy transfer in intact living …; HEK cells, CFP/YFP FRET ICDI-IQ, plate reader, 10 min; percent FRET-ratio fall versus neutral wells; inhibition, % at 12.3 µM; hit rate 0.098% among 340,000;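 active = mean replicate inhibition of at least 30% and at least 1% of replicates passing that level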;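 note: 0% = median of the neutral control wells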
# HTR2A ag – activates the mouse 5-HT2A serotonin receptor. hit rate 0.66% among 360,000. activation, % at 7.6 µM. CHO-K1 mHTR2A beta-arrestin complementation, luminescence; percent of 30 µM serotonin response;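 active = activation above a run cutoff, the mean activation of all tested compounds plus 3 SD, cut at about 14% in these data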;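 note: 0% = plate median of compound wells and 100% = 30 µM serotonin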
# Target sequence (P35363 whole entry, looked up): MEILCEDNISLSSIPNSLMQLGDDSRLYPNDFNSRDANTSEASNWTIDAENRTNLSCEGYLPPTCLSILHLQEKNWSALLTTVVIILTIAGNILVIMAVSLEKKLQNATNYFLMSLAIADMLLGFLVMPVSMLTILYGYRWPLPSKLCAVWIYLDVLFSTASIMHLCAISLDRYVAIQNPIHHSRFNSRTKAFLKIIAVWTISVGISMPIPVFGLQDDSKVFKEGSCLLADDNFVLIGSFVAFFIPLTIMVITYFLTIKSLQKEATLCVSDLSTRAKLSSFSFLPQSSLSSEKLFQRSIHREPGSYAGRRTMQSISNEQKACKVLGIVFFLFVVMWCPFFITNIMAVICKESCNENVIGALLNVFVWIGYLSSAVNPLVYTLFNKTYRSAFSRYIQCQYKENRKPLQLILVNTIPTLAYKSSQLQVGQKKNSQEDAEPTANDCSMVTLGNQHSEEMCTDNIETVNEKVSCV
# Starred values were filed as active, the others as inactive; / = no result given.
SMILES,Shn3 inh set2,NR2E3 ag-1,NR2E3 ag-2,HIF-2a inh,Peg3 prom inh,TRPM1 prom inh,hiPSC survival,PDI turbidity,Cardio protect,CaV13 FRET inh,HTR2A ag
CCOC(=O)C(C)NC(=O)Cn1ncc2c(=O)oc3ccc(C)cc3c21 (stereo not drawn),-14.3,0.4,-1.7,15.4,15.7,1.1,0.6,2.6,-2.0,-2.2,-1.7
CN(C)C(=O)c1cn(-c2ccccc2)nc1-c1cccc([N+](=O)[O-])c1,20.9,6.4,0.1,-5.5,-0.4,-7.5,0.8,9.4,0.1,-6.9,0.0
CC(=O)c1cccc(NC(=O)C(C)N(C)CC(=O)Nc2ccc(Cl)cc2)c1 (stereo not drawn),3.3,5.8,2.2,20.9,27.8,3.7,2.0,-5.4,-1.9,2.3,3.6
COc1ccc(CC(=O)N2CCc3cc(OC)c(OC)cc3C2O)cc1OC (stereo not drawn),25.2,-18.7,-3.0,19.8,-7.1,-1.9,0.4,-9.4,-2.8,-11.8,0.4
Cc1[nH]c2ccccc2c1C(=O)C(C)OC(=O)c1ccc(Cl)nc1 (stereo not drawn),14.2,0.3,0.3,12.6,2.8,13.4,-0.1,0.6,2.1,-7.3,-7.5
CCOC(=O)C1=CCN(S(=O)(=O)c2ccccc2C)C1c1cccc(Br)c1 (stereo not drawn),-30.6,-22.8,/,16.7,40.9,/,-0.8,/,-2.6,-5.1,-4.8
CCOCCOC(=O)C1=C(C)NC2=C(C(=O)CC(c3cccs3)C2)C1c1ccsc1 (stereo not drawn),-33.5,-8.1,0.6,32.4,30.8,14.2,2.9,-8.9,10.3,/,-10.7
CC(=O)c1ccc(N=Nc2ccc(N)cc2)cc1,/,-107.2,-1.2,-50.7,-71.7,-18.1,-0.7,-6.0,-24.2,-3.7,-3.6
COc1ccc(Cn2c(C)c(C)c(C#N)c2NC(=O)Nc2cccc(Cl)c2)cc1,5.8,7.4,1.5,-5.9,12.7,-3.5,1.2,0.0,2.6,-5.0,-5.9
COC(=O)CNC(=O)C1CCN(C(=O)OCc2ccccc2)CC1,-6.7,-130.0,4.0,8.3,-0.8,-8.2,1.4,1.4,-3.0,/,-0.4
CC(=O)Cc1nsc(NC(=O)c2cc(-c3ccccc3Cl)oc2C)n1,7.5,-25.3,1.7,-49.9,-25.1,-11.0,0.1,5.4,4.1,-6.4,-1.4
CC1CC(C)CN(CCCNC(=O)C2CCCN(c3ncnc4c3nc3n4CCCCC3)C2)C1 (stereo not drawn),19.7,-3.6,2.2,5.2,-10.9,-10.2,-0.3,7.6,4.7,-4.2,-2.4

# Shown with tabs: 3 of the compounds above.
compound	Shn3 inh set2	NR2E3 ag-1	NR2E3 ag-2	HIF-2a inh	Peg3 prom inh	TRPM1 prom inh	hiPSC survival	PDI turbidity	Cardio protect	CaV13 FRET inh	HTR2A ag
CC1CC(C)CN(CCCNC(=O)C2CCCN(c3ncnc4c3nc3n4CCCCC3)C2)C1 (stereo not drawn)	19.7	-3.6	2.2	5.2	-10.9	-10.2	-0.3	7.6	4.7	-4.2	-2.4
CCOC(=O)C(C)NC(=O)Cn1ncc2c(=O)oc3ccc(C)cc3c21 (stereo not drawn)	-14.3	0.4	-1.7	15.4	15.7	1.1	0.6	2.6	-2.0	-2.2	-1.7
COc1ccc(Cn2c(C)c(C)c(C#N)c2NC(=O)Nc2cccc(Cl)c2)cc1	5.8	7.4	1.5	-5.9	12.7	-3.5	1.2	0.0	2.6	-5.0	-5.9

# New compounds follow.
SMILES,Shn3 inh set2,NR2E3 ag-1,NR2E3 ag-2,HIF-2a inh,Peg3 prom inh,TRPM1 prom inh,hiPSC survival,PDI turbidity,Cardio protect,CaV13 FRET inh,HTR2A ag
Cc1ccc2nsnc2c1NC(=O)c1ccc([N+](=O)[O-])cc1,59.2,14.7,3.0,14.2,-1.4,19.3,-1.3,20.4,1.7,5.3,3.0
O=C(NCCc1ccccc1)C1CCN(C(=O)NCc2ccccc2)CC1,18.6,-6.6,-0.4,1.7,-6.8,4.7,1.6,-0.6,-1.3,/,1.3
COc1ccc(S(=O)(=O)N=N/C=C2\C=CC=CN2O)cc1OC,-15.1,14.3,/,11.0,-29.5,/,-0.6,4.8,-3.8,-6.4,5.8
CC(C)CC(=O)NS(=O)(=O)c1ccc(N)cc1,11.0,-0.3,-0.6,19.3,-0.3,8.4,8.2,-1.8,8.6,-5.5,-2.6
O=C(Nc1ccc(F)cc1)c1cncs1,-17.7,-22.2,-1.3,15.6,6.7,17.1,-0.9,3.5,1.9,-21.1,1.9
COc1ccc(NC(=O)Cn2nc(C(F)(F)F)c3c2CCCC3)cc1OC,55.8,6.6,-0.6,7.6,10.8,6.5,-0.8,2.4,-5.4,-5.6,-6.1
CCN1c2cccc3cccc(c23)S1(=O)=O,2.8,-11.4,3.0,17.1,-17.9,1.1,4.5,-2.4,5.8,-3.5,-2.2
COc1cc(/C=N/NC(=O)CCN2CCN(Cc3ccccc3)CC2)cc(OC)c1OC,6.8,3.2,-0.2,-6.6,5.5,14.6,2.9,5.1,8.0,-17.5,-4.0
Cn1c(=O)c(=O)n(C)c2cc(S(=O)(=O)N3CC(=O)N(CCc4ccccc4)C(=O)C3)ccc21,/,7.2,1.3,12.4,3.7,-1.6,-0.5,1.7,3.5,-11.2,-0.9
Cc1[nH]c2ccccc2c1C(=O)COC(=O)C(C)C,-0.4,-14.6,0.8,-2.8,-9.3,-16.1,0.3,5.0,-4.7,-5.5,8.0
O=C(CN1CCCc2ccccc21)N/N=C/c1ccccc1,-37.1,-54.6,-0.8,-202.0,-156.3,-4.7,-1.1,-2.2,-2.6,-3.5,-3.4
COc1cccc(S(=O)(=O)Nc2cccc(C(=O)N3CCCC3)c2)c1,13.4,20.6,/,8.6,10.7,12.2,-0.3,-41.1,-2.9,-3.1,-2.4
O=C(O)CCc1ccc(-c2ccccc2)n1-c1cccc(O)c1,3.5,-59.5,-1.3,3.5,23.9,4.4,0.4,-3.6,4.1,-9.0,-0.5
O=[N+]([O-])c1cc(Cl)ccc1-c1nc(-c2ccccc2)no1,-58.6,-120.5,0.2,-202.1,-277.8,-40.8,-1.5,6.5,-13.4,-4.6,5.3
CCOC(=O)c1ccc(-n2c(CCC(=O)O)ccc2-c2ccc(F)cc2)cc1,-27.7,-10.3,-2.5,1.9,-6.3,5.9,-0.4,6.7,-3.3,-3.4,-1.9
COCCNC(=O)CN(C(=O)CCC(=O)Nc1cc(C)on1)c1ccc(C)cc1C,9.7,-10.8,-3.1,-0.1,4.7,7.2,-0.1,-4.6,-2.0,-4.9,1.4
COc1cc(C(=O)Nc2ccc(-c3nc4cc(C)ccc4o3)c(O)c2)cc(OC)c1OC,34.0,-14.8,0.8,-6.4,69.9*,-5.5,-1.6,1.4,27.4,/,-0.1
COc1cc2cc(CN(CCCN3CCOCC3)C(=O)Nc3ccc(F)cc3)c(=O)[nH]c2cc1OC,2.5,-1.6,1.0,17.1,7.0,-7.6,-2.0,-0.1,8.1,-4.6,-2.8
COc1ccnc(Oc2ccc(C)cc2)c1C#N,-49.2,-38.6,1.1,-143.2,-107.8,-40.6,12.1,3.6,-5.6,-4.6,-0.8
C#CCn1c(O)c(N=NC(=O)C(O)c2ccccc2)c2ccccc21 (stereo not drawn),12.6,10.8,-2.0,-9.0,-12.7,-0.4,-0.4,-5.2,-1.7,-4.5,3.3
O=[N+]([O-])c1ccc(N/N=C/c2ccc(OCc3cccc4ccccc34)cc2)nc1,-24.9,-122.2,5.1,-166.8,-11.8,-17.7,1.4,-13.4,-9.8,-32.1,6.4
O=C(c1ccccc1F)N1CCN(C(=O)C2CC2)CC1,7.6,-26.3,1.4,12.0,16.4,9.1,3.6,10.1,3.5,-6.3,1.9
O=C(O)COc1c(-c2ccco2)oc2ccccc2c1=O,5.7,9.7,-1.3,12.1,4.8,5.9,0.0,-1.5,3.9,-4.0,1.0
CCc1nc2c(OCc3c(C)noc3C)cccn2c1N(C=O)Cc1ccc(OC)cc1,13.3,-2.0,/,8.9,11.6,/,-1.5,1.1,-2.5,-6.3,6.6
C/C(Cn1nnc([N+](=O)[O-])n1)=N\NC(=O)c1ccncc1,-23.1,2.0,3.3,2.8,3.2,24.8,0.9,2.9,-1.0,-6.0,0.1
CCOC(=O)c1c(NC(=S)N2CCN(C)CC2)sc2c1CCN(C(=O)OCC)C2,-20.5,32.3,3.1,25.6,43.0,1.0,-0.6,-5.3,12.7,-2.0,-7.0
O=C(O)/C=C/C(=O)Nc1ccc(OC(F)F)cc1,-10.8,-0.3,-2.9,11.8,-4.2,10.7,-0.7,-4.8,-0.3,-3.7,0.0
CS(=O)(=O)NCCOc1ccc(S(=O)(=O)NCCOc2ccccc2)cc1,8.6,-13.4,1.7,20.7,0.8,2.3,-1.8,5.3,0.6,-4.6,-4.1
O=C(N/N=C/c1cn(-c2ccccc2)nc1-c1cccnc1)c1cccnc1,-7.4,-3.3,1.1,-15.5,-6.1,-14.7,0.8,-4.9,51.5*,2.8,-11.0
CCOc1ccc(NC(=S)Nc2ccccc2C2(C)CC2)cc1,11.3,-5.3,0.2,3.1,26.7,0.1,-0.5,-3.8,-10.9,-0.3,3.0
O=C(Nc1ccc(C(=O)N2CCOCC2)cc1)c1cccs1,-11.6,-5.6,5.2,-26.1,-5.2,-5.7,-2.1,-5.6,4.4,-5.9,2.8
COc1cc(NC(=O)CCc2nnc3ccc(N4CCC(C)CC4)nn23)cc(OC)c1,3.7,6.0,0.1,9.1,24.0,9.9,-0.2,-8.6,-6.5,-6.9,-2.6
CCOC(=O)C1CCN(C(c2cc3cc(C)cc(C)c3[nH]c2=O)c2nnnn2C2CCCCC2)CC1 (stereo not drawn),25.0,-14.7,3.7,17.5,49.0,7.2,0.7,-4.1,7.3,-3.6,-1.6
Cc1ccc(C)c(C(=O)OCC(=O)Nc2cccc(S(=O)(=O)NC3=NCCCCC3)c2)c1,0.1,-22.2,-0.8,15.3,11.4,11.0,-0.1,-3.8,-2.8,-3.0,-0.3
CCCc1nnc(SCc2ccc(OC)cc2)n1N,-10.1,-13.4,-0.4,-15.5,-5.3,11.5,0.7,-4.1,8.4,-5.2,5.3
COc1ccc(NC(=S)NNC(=O)CCn2cc([N+](=O)[O-])cn2)cc1,-4.4,-17.8,6.6,11.4,10.3,7.1,0.3,-7.1,-7.5,-0.7,5.8
O=C(/C=C/c1ccc2c(c1)OCO2)NCc1ccco1,-19.5,-9.5,0.7,-152.0,-121.4,-29.1,-1.5,-3.2,-3.3,-6.2,8.6
COCCNC(=O)C1CCN(Cc2cccc(OCc3ccccc3)c2)CC1,3.8,-2.8,2.9,10.6,22.7,5.7,-0.2,-1.0,4.7,-19.2,8.4
c1ccc2c(c1)oc1c(NCCCN3CCOCC3)ncnc12,-2.2,0.4,0.5,-14.3,3.5,1.7,-3.8,-2.4,2.8,-6.3,-1.2
Cc1ccc(-n2ncc3c2CC(C)(C)CC3NC(=O)c2cc[n+]([O-])cc2)cc1 (stereo not drawn),7.4,-6.6,1.6,14.4,15.0,3.9,0.8,-9.6,0.2,-5.4,-5.1

# Screening results: PubChem BioAssay, several laboratories
